PKA-R2B act = PKA-R2B complex activation. P22694+P31323. PKA-R2B holoenzyme dissociation, Cy5-IP20 fluorescence polarization; R2B truncated from residue 108, S112A mutant; 0% DMSO only, 100% 113 µM cGMP. activation, % at 11.4 µM. 0.079% of 340,000 active. AID 504700;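 active = activation above a cutoff set at the mean over all compounds plus 3 SD, cut at about 18% in these data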;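 note: higher means more holoenzyme dissociation and a rise in polarization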
Target sequence (P31323 whole entry, looked up, other chains not shown, the tested form may be a part): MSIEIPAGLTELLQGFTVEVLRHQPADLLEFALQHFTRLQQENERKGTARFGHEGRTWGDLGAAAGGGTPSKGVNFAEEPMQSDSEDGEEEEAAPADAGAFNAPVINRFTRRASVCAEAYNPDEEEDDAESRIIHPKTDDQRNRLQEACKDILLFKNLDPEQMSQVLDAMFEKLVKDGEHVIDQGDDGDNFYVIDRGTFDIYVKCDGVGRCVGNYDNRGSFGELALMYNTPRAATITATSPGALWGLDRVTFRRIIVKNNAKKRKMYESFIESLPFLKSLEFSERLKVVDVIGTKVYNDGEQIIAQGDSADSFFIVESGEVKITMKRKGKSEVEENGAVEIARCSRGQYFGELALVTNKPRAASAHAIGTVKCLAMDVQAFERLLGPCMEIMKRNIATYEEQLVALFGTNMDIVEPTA
PKA-R1A activ = activators of PKA-R1A complex | PKA-R1A dissociation, Cy5-IP20 fluorescence polarization; scaled: DMSO 0%, 113 µM cGMP 100% | P00514+P68181 | 0.083% of 340,000 active | activation, % at 11.4 µM;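 active = percent activation above the mean of all tested compounds plus 3 SD, cut at about 19% in these data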;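 note: higher means more PKAc released from R1A so a rise in polarization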
Arrestin-AP2 inh = human beta-arrestin and AP2 interaction inhibition | FITC-arrestin peptide / GST-AP2 beads, flow cytometry; AP2 beta2 appendage carries R879A mutation | inhibition, % at 10 µM | 0.31% of 340,000 active | AID 504490;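 active = inhibition above a set limit, near 3 SD of compounds lacking own fluorescence, cut at about 54% in these data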;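 note: plate controls were DMSO wells for no effect and 5 µM unlabelled arrestin peptide for full effect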
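Material – AP2 appendage R879A on GSH beads · Buffer or medium – PBS with 0.05% Tween 20 and 0.1% BSA · Probe or stimulus – fluorescein-tagged arrestin peptide at 50 nM final · Incubation – compound with beads 12 min RT, then probe 1 h RT · Detection – high-throughput flow cytometry of beads, ex 488, em 535 nm · Evaluation – percent response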
dFosB act = activators of mouse delta FosB homodimer; P13346; purified delta FosB, TAMRA-CDK5 oligo fluorescence polarization; percent of positive-control signal above neutral wells; activation, % at 25 µM; 0.99% of 340,000 active;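 active = mean activation above about 17%, with every replicate also reaching it, limit read from the data, passing the limit was not always enough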;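 note: fluorescence polarization rise as delta FosB binds a TAMRA Cdk5 AP-1 oligo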
Target sequence (P13346 whole entry, looked up): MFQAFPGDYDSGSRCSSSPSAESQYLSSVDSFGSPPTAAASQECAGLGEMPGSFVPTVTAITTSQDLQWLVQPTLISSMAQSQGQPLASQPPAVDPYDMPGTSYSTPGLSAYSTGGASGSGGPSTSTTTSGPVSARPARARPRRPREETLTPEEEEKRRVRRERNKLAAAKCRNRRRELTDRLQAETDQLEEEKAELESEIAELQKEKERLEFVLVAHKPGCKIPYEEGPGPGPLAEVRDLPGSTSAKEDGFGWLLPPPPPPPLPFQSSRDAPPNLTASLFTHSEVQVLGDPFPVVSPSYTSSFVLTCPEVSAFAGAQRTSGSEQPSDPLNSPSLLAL
SR-BI uptake up = enhances SR-BI lipid uptake from DiI-HDL | 0.096% of 320,000 active | activation, % at 12.5 µM | CHO ldlA[mSR-BI] cells, DiI-HDL uptake fluorescence, 3 h; 100 = double the neutral-control signal;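 active = mean replicate activation of at least 60% and every replicate at or above 60%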;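 note: 0% = median plate neutral-control signal and 100% = twice that signal; values of inactives mirror those of a sister screen read the other way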
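system = CHO ldlA[mSR-BI] cells, LDL receptor-null, SR-BI overexpressing | medium = Ham's F12 with 0.5% BSA, HEPES 25 mM, pH 7.4 | probe or stimulus = DiI-HDL 10 µg/mL | compound dosing = single-point compound dose | incubation = compound exposure 3 h, 37 °C | technique = DiI fluorescence, bottom read | read-out = cell-associated DiI fluorescence as measure of HDL uptake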
DSG3 Ab inh = blocks pemphigus antibody binding to human desmoglein-3; P32926; AID 588358; binding (percent of control), % at 10 µM; 0.48% of 310,000 active; DSG3-coupled beads, scFv-anti-DSG3-GFP binding, flow cytometry; hits give low values;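 active = binding more than 3 SD below its plate's average and above zero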;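 note: hits lower antibody fragment binding to DSG3; some compounds called inactive have numbers as strong as hits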
SR-BI HDL uptake = mouse SR-BI HDL lipid transfer inhibition; inhibition, % at 12.5 µM; AID 488896; Q61009; ldlA[mSR-BI] CHO cells, DiI-HDL uptake fluorescence, 3 h; 0.96% of 320,000 active;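 active = mean replicate inhibition of at least 70% and a set share of replicates each scoring 70 or more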;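 note: 0% = median of neutral control wells and 100% = median of positive control wells; values of inactives mirror those of a sister screen read the other way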
CDK5 p35 inh = CDK5/p35 (human) kinase inhibition; Recombinant CDK5/p35, ADP-Glo luminescence, 60 min; inhibition, % at 10 µM; 0.01% of 330,000 active; Q00535+Q15078;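 active = highest replicate inhibition of at least 50% and at least 75% of replicates reaching 50%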;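 note: plate controls were DMSO neutral control for no effect and GW8510 at 10 µM for full effect; many of its hits are not listed in these tables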
NSD2 HMT inh = blocks human histone methyltransferase NSD2; O96028; inhibition, % at 12.5 µM; NSD2 peptide methylation, AlphaScreen, 120 min; 0.54% of 310,000 active; in the data active = inhibition above about 50%
MITF TRPM1 HTS = increases MITF-driven TRPM1 promoter luciferase signal | SK-MEL-5 TRPM1-promoter luciferase, 24 h; % of positive control, neutral wells = 0 | 0.75% of 300,000 active | activation, % at 12.5 µM | AID 588334;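 active = mean activation of at least 80% with every replicate also reaching 80%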;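 note: 0% = neutral control wells and 100% = parthenolide positive control wells; values of inactives mirror those of a sister screen read the other way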
Mot1-301 SUMO = inhibitors of SUMOylation pathway: yeast Mot1-301 growth rescue; S. cerevisiae Mot1-301 growth rescue, ATP luminescence, 38.5C; percent above DMSO median, 100 means doubled; growth rescue, % at 18.8 µM; 1% of 320,000 active; AID 2716;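 active = every valid replicate shows activation above 250% relative to neutral control wells; inactive = the rest, any valid replicate at or below 250%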;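 note: OY570 slx delta 5 strain wells were the positive control but not used for scaling; some compounds called inactive have numbers as strong as hits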
* hit, by the source's call; · = no result given.

Below each compound – PKA-R2B act, PKA-R1A activ, Arrestin-AP2 inh, dFosB act, SR-BI uptake up, DSG3 Ab inh, SR-BI HDL uptake, CDK5 p35 inh, NSD2 HMT inh, MITF TRPM1 HTS, Mot1-301 SUMO
1: O=C(N/N=C/c1cccs1)C(O)c1ccccc1 (centres undefined)
    2, -4, -21, 2, 4, ·, -4, -1.2, 0, 2, -16
2: CN1CCN(c2ccccc2NC(=O)COc2ccc(C3CCCCC3)cc2)CC1
    -7, 5, 17, -3, 17, 102, -17, -0.8, ·, 7, -33
3: [O-]/[N+](=C\c1cccc(Br)c1)c1ccccc1
    -7, -4, -8, 0, -5, 103, 5, -0.5, -4, 17, 14
4: Cc1ccc(/C(O)=C2\C(=O)C(=O)N(C)C2c2cccc([N+](=O)[O-])c2)cc1 (centres undefined)
    5, -7, 17, 2, -1, 102, 1, -0.8, 1, -11, -16
5: CC(C)(C)c1ccc(NC(=O)COC(=O)CCN2C(=O)c3cccc([N+](=O)[O-])c3C2=O)cc1
    2, -6, 21, -7, 2, 101, -2, 0.4, 1, 5, -7
6: COc1ccc(C2=CCCCCC2)c(OC)c1OC
    -1, 0, -2, -1, -2, 114, 2, -1.5, -1, 13, ·
7: CN(c1ccc(C(=O)NC2CCCC2)cc1)S(=O)(=O)c1ccccc1
    -1, 0, 22, -3, ·, 103, ·, -2.8, 0, ·, -2
8: COc1cc(Br)cc(Br)c1OCC(=O)N/N=C/c1c(C)n(C)n(-c2ccccc2)c1=O
    6, -4, -16, -4, 4, 116, -4, -0.3, 1, -15, 5
9: CC(=O)N1CCOc2ccc(S(=O)(=O)N3CCCCC3)cc21
    2, -2, 29, 1, 10, 100, -10, -0.8, -2, -11, 198
10: Cc1ccc(C(=O)COC(=O)c2cnccn2)cc1
    -7, -4, 23, -4, 4, ·, -4, -1.2, 1, -2, 5
11: CCOC(=O)c1cnc2ccc(Cl)cc2c1NCCN(C)C
    -7, 9, 1, -18, 42, 110, -42, 2.5, 17, ·, 3
12: Cc1ccc(NC(=O)[C@@H](CC(C)C)NC(=O)[C@@H]2Cc3ccccc3CN2)cc1
    11, -6, -12, 2, -10, 99, 10, -2.0, -1, 5, -5
13: O=C(Nc1ccc(Cl)cc1)C(c1ccccc1)N(CCO)CCO (centres undefined)
    -9, -7, 1, -3, 42, 105, -42, -0.2, 3, -8, -22
14: COc1ccc2oc(C(=O)OCC(=O)N3CCN(c4ccccc4)CC3)c(C)c2c1
    -14, -1, 33, -3, -6, 98, 6, 0.5, -2, -10, -19
15: CC(=O)C(Cc1ccccc1)NC(=O)COC(=O)c1cccc(C)c1[N+](=O)[O-] (centres undefined)
    -9, -10, 16, -5, -15, ·, 15, -0.4, 5, 3, 8
16: COC(=O)c1ccc(Cl)c(NC(=O)CN2CCN(Cc3ccccc3)CC2)c1
    1, 4, -4, -7, -23, ·, 23, 1.2, 0, 9, 8
17: O=C(Oc1ccccc1)c1ccccc1OS(=O)(=O)c1ccccc1
    0, -1, 9, 2, -30, ·, 30, -0.3, -7, ·, 6
18: COc1ccccc1NS(=O)(=O)c1cccc(C(=O)N/N=C/c2ccc(N3CCOCC3)cc2)c1
    -6, -9, -1, -5, -45, 98, 45, 1.3, -1, 18, -13
19: Cc1cc(NC(=O)C2(c3ccccc3)CCCC2)no1
    6, 1, -9, 2, 7, 100, -7, 1.5, -5, 7, -2
20: CC(C)CN(C(=O)c1ccco1)c1nc2ccccc2s1
    0, 2, 20, -14, -8, 101, 8, -1.3, -1, 12, 189
21: CCN(CC(=O)Nc1ccc(Br)cc1)C(=O)Cc1cccc(F)c1
    0, 6, -10, -9, -28, 121, 28, 0.8, 1, 0, 6
22: Cc1c(NC(=S)NC(=O)C2CCCCC2)c(=O)n(-c2ccccc2)n1C
    7, -4, -3, -3, 21, 97, -21, -0.4, -2, -10, 15
23: Cc1cc(C)c2sc(NC(=O)c3ccc([N+](=O)[O-])o3)nc2c1
    9, 4, -6, 12, 0, 103, 0, -1.0, ·, ·, 67
24: CC(Sc1nc2ccccc2c(=O)n1CC1CCCO1)C(=O)N(C)Cc1ccccc1 (centres undefined)
    -2, 0, -8, -14, 58, 105, -58, 1.1, 1, 5, -3
25: CCC(C)C(NC(=O)OC(C)(C)C)C(=O)NC(C(=O)N1CCCC1C(N)=O)C(C)CC (centres undefined)
    10, -6, 7, -7, 6, 101, -6, -0.5, -1, 1, ·
26: O=C(CSC(=S)N1CCCC1)N/N=C/c1c(O)[nH]c(=S)[nH]c1=O
    5, 1, 25, -4, 39, 103, -39, -0.6, 1, 7, 18
27: CCOC(=O)c1c(C)nc2c(c1-c1ccccc1)C(=O)CC(C)(C)C2
    0, -8, -22, 4, 17, 102, -17, -0.3, 3, -5, -7
28: O=C(COc1ccc([N+](=O)[O-])cc1)Nc1nnc(-c2cccnc2)s1
    -2, -3, 11, -16, ·, 102, ·, -0.7, 4, 19, -22
29: CCOC(=O)c1cnc(SCC(=O)Nc2cc(C(F)(F)F)ccc2N2CCOCC2)nc1N
    1, -17, -2, 20*, 11, ·, -11, -0.8, ·, 13, -9
30: COc1ccc(CN(C)C(=S)Nc2ccc(Cl)cc2)cc1
    -8, -9, 1, -4, 15, 95, -15, 0.8, 1, 3, 9

Some of the entries so far, bar-delimited.
No. | SMILES | PKA-R2B act | PKA-R1A activ | Arrestin-AP2 inh | dFosB act | SR-BI uptake up | DSG3 Ab inh | SR-BI HDL uptake | CDK5 p35 inh | NSD2 HMT inh | MITF TRPM1 HTS | Mot1-301 SUMO
7 | CN(c1ccc(C(=O)NC2CCCC2)cc1)S(=O)(=O)c1ccccc1 | -1 | 0 | 22 | -3 | · | 103 | · | -2.8 | 0 | · | -2
29 | CCOC(=O)c1cnc(SCC(=O)Nc2cc(C(F)(F)F)ccc2N2CCOCC2)nc1N | 1 | -17 | -2 | 20* | 11 | · | -11 | -0.8 | · | 13 | -9

(list continues)
Below each compound – PKA-R2B act, PKA-R1A activ, Arrestin-AP2 inh, dFosB act, SR-BI uptake up, DSG3 Ab inh, SR-BI HDL uptake, CDK5 p35 inh, NSD2 HMT inh, MITF TRPM1 HTS, Mot1-301 SUMO
31: COc1ccc(-c2ccc3c(c2)S(=O)(=O)c2cccc(C(=O)NC4CCCCC4)c2C3=O)cc1OC
    -1, 13, 1, -2, -51, 54*, 51, -0.4, ·, 1, 10
32: NC(=O)c1c(NC(=O)c2ccccc2C(=O)O)sc2c1CCCC2
    -3, -1, -1, 6, 12, 111, -12, 0.6, 2, -5, -5
33: Cc1cc(C)cc(N(CCC#N)C(=O)CSc2ncnc3sccc23)c1
    -6, 0, 30, -12, -7, 100, 7, -1.7, -1, 7, 7
34: COc1ccccc1C(=O)N/C(=C\c1ccc(Br)cc1)C(=O)NCC(=O)O
    -16, -4, -4, -2, 32, 104, -32, 1.3, -2, 1, 2
35: Cc1cc(-c2nnc(CCC(=O)NC(C)c3ccccc3Cl)o2)no1 (centres undefined)
    -13, 9, -13, -3, 2, 111, -2, -1.6, 0, -15, 4
36: CC(C)(C)c1ccc(C(=O)c2c[nH]c(C(=O)NCCCn3ccnc3)c2)cc1
    -7, 1, -4, 16, -17, 109, 17, -17, 3, 18, 324*
37: CCCCOC(=O)C1=C(C)Nc2ncnn2C1c1ccc(OCC)c(OC)c1 (centres undefined)
    8, -5, 1, -5, 17, 104, -17, -0.9, 0, 2, -1
38: O=C(CSc1ncccn1)N1CCN(C(=O)CSc2ncccn2)CC1
    10, 5, -6, -2, 19, 106, -19, 2.0, -1, 4, -23
39: N#CC1=C(N)Oc2n[nH]c(CSc3ccccc3)c2C12C(=O)Nc1ccccc12 (centres undefined)
    11, -14, 2, -5, 16, 118, -16, 0.8, 3, -10, 564*
40: O=C(NNC(=O)c1cccc(C(F)(F)F)c1)c1ccncc1
    -2, 0, 6, 2, 19, 101, -19, 0.3, 0, -3, 49
41: CN1CCN(C(=O)c2ccc3c(=O)n(Cc4ccc(Cl)cc4)c(=S)[nH]c3c2)CC1
    -1, 2, -17, -3, 46, 106, -46, -0.9, ·, 27, -8
42: COc1ccccc1CNC(=O)CCN1C(=O)COc2ccccc21
    -8, 7, 3, -6, -1, 106, 1, 1.5, 1, -4, 28
43: Cc1nn(C)cc1C(=O)/C=C/c1ccc([N+](=O)[O-])cc1
    -3, 8, 13, -3, 0, 95, 0, -0.6, -5, 4, 0
44: O=C(CSc1nc(O)cc(=O)[nH]1)N1c2ccccc2CCc2ccccc21
    3, -10, 8, 0, ·, 95, ·, -0.6, 2, 17, -1
45: COc1ccc(-c2nnc(-c3cc4ccccc4oc3=O)o2)cc1
    -1, -4, 18, 0, -7, 118, 7, -2.2, ·, 55, -1
46: COc1cccc(-c2coc3cc4oc(=O)c(CC(=O)O)c(C)c4cc23)c1
    6, -5, 32, -25, -6, 106, 6, 2.2, 1, -2, 25
47: C/C(=N\NC(=O)c1cc(C)nc2ccccc12)c1ccc([N+](=O)[O-])cc1
    -5, 2, 4, 4, -28, 116, 28, -0.7, -3, 4, 77
48: N#C/C(=C/c1ccc2c(c1)OCO2)C(=O)NCCc1c[nH]c2ccccc12
    -8, -13, 5, -3, 8, 103, -8, 0.0, 1, -2, -16
49: O=C(O)CCCCCNc1nc(=S)[nH]c2ccccc12
    -9, -5, 3, 2, 21, 96, -21, -0.7, -2, ·, 3
50: Cc1cc2c(=O)n(CC(=O)N3CCN(c4ccccc4)CC3)cnc2s1
    1, -6, -3, 8, 18, ·, -18, 0.7, -1, -8, -1
51: O=C(O)c1ccccc1C(=O)c1ccc(-c2ccccc2)cc1
    13, -2, 8, -5, -9, 93, 9, 0.0, -3, 10, 92

From PubChem
